CHRM1 agonist – agonists of human M1 muscarinic receptor | CHO-K1 hM1, Fluo-8 calcium fluorescence, agonist mode; 0% DMSO, 100% acetylcholine EC100 | activation, % at 3 µM | P11229 | 0.33% of 360,000 active;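 active = activation above the run's mean compound activation plus 3 SD, cut at about 16% in these data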;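 also: peak over basal fluorescence ratio within a 140 s kinetic read after compound addition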
Target sequence (P11229 whole entry, looked up): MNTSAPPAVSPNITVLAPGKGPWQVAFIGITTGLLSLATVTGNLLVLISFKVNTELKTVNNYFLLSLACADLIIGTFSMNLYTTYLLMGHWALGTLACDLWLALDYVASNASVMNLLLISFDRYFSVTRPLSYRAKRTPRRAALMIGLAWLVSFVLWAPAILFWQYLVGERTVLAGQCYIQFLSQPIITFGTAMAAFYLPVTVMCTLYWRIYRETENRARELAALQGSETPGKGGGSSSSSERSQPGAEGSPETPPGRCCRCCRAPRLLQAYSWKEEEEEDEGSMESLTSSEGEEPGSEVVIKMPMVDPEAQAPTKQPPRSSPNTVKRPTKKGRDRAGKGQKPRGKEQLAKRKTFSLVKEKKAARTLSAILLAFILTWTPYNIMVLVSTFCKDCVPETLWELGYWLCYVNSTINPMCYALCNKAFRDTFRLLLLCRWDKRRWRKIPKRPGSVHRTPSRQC
OXTR ag – agonists of human oxytocin receptor. CHO-OTR cells, Fluo-8 calcium fluorescence; normalized: DMSO 0%, oxytocin 100%. activation, % at 3 µM. 0.32% of 320,000 active;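 active = activation above the mean of all tested compounds plus 3 SD, cutoff set per screening run, cut at about 20% in these data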;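 also: peak over basal fluorescence ratio from a 100 s FLIPR kinetic read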
Target sequence (P30559 whole entry, looked up): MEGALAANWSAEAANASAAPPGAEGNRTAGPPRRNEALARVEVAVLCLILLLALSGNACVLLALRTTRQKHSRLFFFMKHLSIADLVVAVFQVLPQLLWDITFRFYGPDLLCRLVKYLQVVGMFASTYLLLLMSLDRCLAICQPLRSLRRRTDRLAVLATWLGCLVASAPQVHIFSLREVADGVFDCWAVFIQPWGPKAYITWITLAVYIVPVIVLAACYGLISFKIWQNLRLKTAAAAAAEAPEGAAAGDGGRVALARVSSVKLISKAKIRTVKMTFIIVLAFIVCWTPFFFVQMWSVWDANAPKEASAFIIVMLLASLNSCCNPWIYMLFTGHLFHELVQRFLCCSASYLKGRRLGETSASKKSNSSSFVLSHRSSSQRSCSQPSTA
TAAR1 agonist – agonists of human TAAR1. Q96RJ0. CHO RD-HGA16 TAAR1, Fluo-8 calcium fluorescence; vehicle wells 0%, saturating PEA agonist 100%. activation, % at 3 µM. 0.99% of 360,000 active. AID 624467;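 active = activation above the mean activation of all test compounds in the run plus 3 SD, cut at about 38% in these data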
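Signal – calcium-sensitive Fluo-8 signal, excitation 470-495, emission 515-575 nm · System – RD-HGA16 (CHO) cells co-expressing Gα16 and hTAAR1 · Incubation – 17-24 h seeding, 75 min 37 °C dye, 30 min RT · Compound dosing – 3 µM single concentration · Repeats – no replicates (n 1)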
V1R ag counter – counter-screen for oxytocin receptor agonists: human V1a receptor agonists | P37288 | 0.25% of 320,000 active | activation, % at 3 µM | CHO-V1R cells, Fluo-8 calcium fluorescence, agonist mode; 0% DMSO, 100% 3 nM vasopressin;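 active = activation above the mean activation of all tested compounds plus 3 SD, per screening run, cut at about 20% in these data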;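 also: signal is peak over basal fluorescence ratio across a 100 second FLIPR read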
TAAR1 antag – human TAAR1 antagonism. Q96RJ0. CHO RD-HGA16 TAAR1, Fluo-8 calcium fluorescence, antagonist. inhibition, % at 3 µM. 1.5% of 360,000 active. AID 624466;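 active = inhibition above a per-plate cutoff, the mean inhibition of test compounds on that plate plus 3 SD, cut at about 49% in these data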;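 also: 0% = DMSO plus EC80 beta-PEA response and 100% = DMSO alone without agonist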
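Test system – hTAAR1-expressing CHO RD-HGA16 cells, Gα16-coupled · Reagent – β-PEA at EC80 concentration, post-compound challenge · Compound dosing – 3 µM, single point · Timing – 140 s kinetic read after compound, 140 s after agonist · Detection – Fluo-8 intracellular calcium dye fluorescence, real-time kinetic reads · Control set – DMSO and EC80 PEA controls · Repeats – n of 1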
M1 PAM – potentiates human M1 receptor response to acetylcholine | CHO-K1 hM1, Fluo-8 calcium fluorescence, ACh EC20; 0% = ACh EC20, 100% = maximal ACh | 0.088% of 360,000 active | activation, % at 3 µM | P11229; in the data active = activation above about 19%, passing the limit was not always enough
M1 antag – blocks human M1 muscarinic receptor; P11229; AID 588852; CHO-K1 hM1, Fluo-8 calcium fluorescence, ACh EC80 antagonist; inhibition, % at 3 µM; 1.3% of 360,000 active;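 active = percent inhibition above its own plate's cutoff, namely the mean of that plate's compound wells plus 3 SD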;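 also: peak over basal fluorescence ratio during 140 s after agonist addition; 0% = ACh EC80 plus DMSO and 100% = DMSO alone without agonist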
OXTR potentiate – potentiates the human oxytocin receptor response | P30559 | CHO-OTR cells, Fluo-8 calcium fluorescence, potentiator mode; 0% = oxytocin EC15, 100% = EC100 | activation, % at 3 µM | 0.061% of 320,000 active;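 active = activation above that plate's cutoff, the mean activation of tested compounds plus 3 SD, cut at about 6.6% in these data, passing the limit was not always enough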;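 also: 100% uses oxytocin at 75 nM as the full agonist control; some results filed as inactive read as strong as hits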
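Replication – single well per compound, singlicate · Assay system – CHO cell line stably expressing human OTR · Timing – 6 min pre-incubation, 100 s read · Measure – normalized max/min fluorescence ratio, % activation · Doses – 3.0 µM, one dose · Detection – Fluo-8 calcium dye fluorescence · Probe or stimulus – oxytocin near EC15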
CHO parental Ca – counter-screen for OX1R antagonists: effect in parental CHO cells; parental CHO-K1, ATP-induced calcium, Fluo-8 fluorescence; inhibition, % at 5.6 µM; 0.63% of 330,000 active; AID 463079;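 active = inhibition above that plate's mean sample inhibition plus 3 SD, cut at about 26% in these data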;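 also: 0% = ATP-challenged DMSO wells and 100% = DMSO wells without ATP; some compounds past the cut are filed as inactive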
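test system = CHO parental line | reagent = ATP stimulus | measured by = intracellular calcium via Fluo-8 no-wash fluorescent dye | control set = ATP and no-ATP DMSO wells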
Numbers without * were called inactive; nt = no result given.

SMILES	V1R ag counter	OXTR potentiate	OXTR ag	M1 antag	TAAR1 antag	M1 PAM	TAAR1 agonist	CHO parental Ca	CHRM1 agonist
CCCn1c(NC(=O)C2CCN(C(=O)c3ccc(F)cc3)CC2)nc2ccccc21	-0.6	-4.9	0.3	1.1	-29.4	-9.7	7.1	-22.2	-3.9
CC(=O)c1sc(NC(=O)c2ccccc2C)nc1C	0.6	-12.2	-2.0	-3.6	-0.8	7.0	4.5	-7.5	-9.1
CCCCOc1cccc(C(=O)NC(=S)Nc2cccc(NC(=O)c3ccccc3Cl)c2)c1	-0.4	-9.4	-1.2	-5.7	-0.1	7.3	2.2	-7.7	-8.6
Cc1nc(SCC(=O)Nc2ccccn2)n[nH]1	2.0	1.8	0.4	-10.4	-20.0	13.0	6.8	2.2	-3.5
Cc1c(Cl)cccc1Nc1ncccc1C(=O)OCC(O)CO (stereo not drawn)	1.9	-18.7	8.6	nt	nt	nt	nt	-2.8	nt
O=C(NC1(C(F)(F)F)N=C2SCCN2C1=O)c1ccccc1F (stereo not drawn)	1.4	4.1	0.8	-10.5	14.8	6.3	-0.5	-5.3	-1.3
CCCNC(=O)Cn1cc(S(=O)(=O)N2CCCC2)c(S(=O)(=O)N2CCCC2)c1	1.1	-3.2	0.0	-1.8	7.4	2.0	-0.9	0.0	-2.1
COc1cc(/C=C/C(=O)NCC(=O)N2CCC(N(C)CCN3CCOCC3)CC2)ccc1OC(C)C	1.1	-2.3	-0.5	0.3	-12.7	-3.8	2.0	-0.2	-10.7
COc1ccccc1NC(=S)N/N=C/c1cccc(C)c1	-0.6	-6.8	-1.4	-4.2	12.4	-3.6	13.7	-12.6	-4.0
CCOc1ccc2[nH]c(=O)c(CN(CCO)C(=O)c3ccc(F)cc3)cc2c1	-0.5	3.6	0.3	-6.0	-3.5	3.3	11.0	-5.1	-2.9
Cc1nc2cc(C(=O)O)ccc2n1-c1ccccc1	-0.4	2.2	1.4	-3.9	-9.8	5.2	0.6	-0.6	-1.3
CC1(C)C(CO)=CC(=O)C2=C1SCC(=O)N2	0.0	-4.1	0.1	-7.7	4.1	7.6	6.9	-6.5	-1.5
CCCC(=O)Nc1ccc(C(=O)Nc2cc(C(F)(F)F)ccc2Cl)cc1	14.6	-21.7	16.0	5.2	19.1	-2.7	42.1*	68.9*	-1.3
Cn1c(NCCO)nc2c1c(=O)n(Cc1ccc(F)cc1)c(=O)n2C	0.7	-7.0	-0.1	-14.1	-6.6	12.6	0.9	-7.2	-1.2
COc1ccccc1-c1cc2c(c3c1ccn3C)C1CCC2C1 (stereo not drawn)	nt	nt	nt	6.0	-6.3	1.3	-3.1	nt	0.5
CCOc1cc(C2C(C(=O)OCC(C)C)=C(C)N=C3SCCC(=O)N32)ccc1OC(C)=O (stereo not drawn)	-1.4	2.8	0.3	-16.1	-4.6	11.8	2.1	-8.2	-2.7
Cc1cccc(OCC(O)CN2CCc3ccccc3C2)c1 (stereo not drawn)	1.2	-8.4	-0.1	-8.3	7.5	-0.9	1.0	-19.1	-4.6
O=C(c1cccnc1)N1CCN(Cc2ccc3ccccc3c2)CC1	8.1	-9.5	7.6	-4.7	0.6	3.9	2.2	-8.9	-1.3
COC(=O)NC1CSCC1OC(=O)c1ccc(Br)cc1 (stereo not drawn)	-0.1	5.0	-2.1	10.9	-6.2	-5.6	1.8	-6.8	-5.3
CCCN1CCN(C(c2cc3cc(OCC)ccc3[nH]c2=O)c2nnnn2C2CCCCC2)CC1 (stereo not drawn)	-0.2	-4.5	0.8	16.6	-3.2	-12.9	2.5	-17.1	-6.5
N#Cc1ccc(C(=O)N/N=C/c2cn(CC(=O)O)c3ccccc23)c(F)c1	0.6	-6.3	0.1	-5.2	-14.1	5.4	0.1	-3.4	-2.2
COc1ccc(NC2=C3CCCC=C3N(c3ccc(OC)cc3)C2=O)cc1	1.8	-4.5	-0.8	8.3	-23.0	1.8	-1.5	16.9	-5.5
CCC1CCCCN1C/C=C/c1ccccc1[N+](=O)[O-] (stereo not drawn)	0.3	2.3	1.3	88.7*	-8.0	-19.8	5.3	-17.4	-8.1
O=C(COC(=O)/C=C/c1ccc(OC(F)F)cc1)NC1CCCC1	6.1	-9.5	4.1	-4.3	-3.7	0.6	35.4	1.7	-1.5
Cc1nonc1OCCN1CCN(c2ccccc2[N+](=O)[O-])CC1	0.4	2.0	0.8	-6.3	13.9	4.6	1.2	-12.2	-9.2
CSc1nn2c(C)c(C)c(C)nc2c1C#N	0.6	3.0	0.1	-5.6	-11.1	6.6	0.6	-1.6	-6.9
COc1cccc(CC(NC(C)=O)C(=O)NC2CCN(c3ncccc3[N+](=O)[O-])CC2)c1 (stereo not drawn)	-0.3	-7.8	0.2	nt	8.8	nt	0.6	7.2	nt
C(=C\c1ccccc1)/CN1CCN(C(c2ccnc3ccccc23)c2nnnn2C2CCCCC2)CC1 (stereo not drawn)	nt	nt	nt	17.1	-20.8	-25.7	-1.6	nt	-7.2
CCOC(=O)c1cc(C(=O)NCc2ccc(Cl)cc2Cl)nn1C	-0.6	-0.8	-2.1	-5.4	-16.8	11.0	6.9	-19.4	-2.6
O=C(Nc1ccc(-n2cnnn2)cc1)C(c1ccccc1)c1ccccc1	0.3	-20.7	-0.1	-7.3	12.0	8.8	-0.7	-7.8	0.2
CCOC(=O)c1c[nH]c2c(C)cc(C)cc2c1=O	0.1	5.7	-0.3	-7.3	8.4	6.7	15.9	4.5	-5.1
CN1C(=O)CC(c2ccco2)Sc2ccccc21 (stereo not drawn)	-1.1	0.3	-0.7	-6.1	4.9	0.9	5.9	-12.5	-14.0
CCCCn1nc(NC(=O)CCC)c2cc3cc(OC)ccc3nc21	-1.0	-13.8	-2.0	0.2	32.2	-1.7	8.8	-19.3	-5.6
Nc1ccc2c(c1)C(=NO)c1ccccc1-2	nt	nt	nt	-7.7	-14.9	4.0	10.4	nt	-2.5
CCc1c(C(=O)N/N=C/c2cccs2)nnn1-c1nonc1N	4.1	-8.2	3.0	5.3	-13.7	2.0	20.9	-3.8	5.9
O=C(COC(=O)c1ccc(F)cc1F)Nc1cc(S(=O)(=O)N2CCOCC2)ccc1Cl	nt	nt	nt	-10.8	-2.8	0.0	2.1	nt	-0.5
CCOC(=O)c1cc2c(=O)n3ccccc3nc2n(CC(C)C)c1=NC(=O)c1c(-c2c(F)cccc2Cl)noc1C	0.5	-8.9	-0.7	2.3	-16.4	-4.3	2.6	-14.0	-7.3
O=C(CSc1nn(-c2ccccc2)c(=S)s1)NC(=O)NCc1ccco1	2.4	-5.2	2.1	11.1	-13.2	-7.0	17.4	-18.6	-3.0
Cc1ccc(S(=O)(=O)N2CCC(=O)N(CCOCc3ccccc3)CC2)cc1	-0.2	-5.5	0.8	-1.4	11.2	-0.5	9.6	-6.6	-4.2
NC(=O)[C@H]1CC2(CC(c3cccc(NC(=O)COc4ccc(Cl)cc4)c3)=NO2)CN1C(=O)CC(c1ccccc1)c1ccccc1 (stereo partly drawn)	3.2	-4.1	1.9	-10.4	-13.0	20.1	4.1	-15.2	1.0
O=C(CC1SC(=Nc2ccccc2)N(CCc2c[nH]c3ccccc23)C1=O)Nc1ccccc1F (stereo not drawn)	0.5	-6.6	0.9	-4.2	-8.0	6.2	-0.1	-11.0	1.2
O=C(COc1ccccc1Br)c1ccc2c(c1)OCO2	-1.1	1.5	-2.3	-2.2	-30.1	0.3	-2.7	0.0	-7.2
C=CC[C@@H](CC(=O)N(CCO)Cc1ccccc1)C(=O)N[C@@H](C)COC(=O)[C@@H](CC=C)CC(=O)OC(C)(C)C	-0.8	-8.2	-1.6	-9.7	-2.1	7.2	5.6	-31.1	-7.0
CC(C)c1nc(CNC(=O)CC2C(=O)NCCN2Cc2cccc(F)c2F)cs1 (stereo not drawn)	-0.7	-12.4	-0.7	-4.9	-0.9	4.3	-0.3	-26.4	-3.4
COc1cccc(NC(=O)C(OC(=O)c2ccccc2NS(=O)(=O)c2cccs2)c2ccccc2)c1 (stereo not drawn)	2.0	2.6	1.6	2.9	-12.0	3.4	5.4	6.8	-4.3
CCc1nnc(NS(=O)(=O)c2ccc(NC(=S)NC(=O)/C=C/c3cccs3)cc2)s1	nt	nt	nt	2.8	6.0	1.3	5.4	nt	-11.0
Nn1cnc2scc(-c3ccco3)c2c1=O	1.1	-2.5	0.0	-9.8	-3.1	7.0	0.5	-15.3	-4.1
COc1ccc2oc(C(=O)Nc3nc(C)cs3)c(C)c2c1	-0.6	6.3	-1.8	-4.5	-13.9	11.5	7.8	-24.2	-3.1
COC(=O)c1c(NC(=O)c2ccc(C)cc2)csc1C	-0.9	-8.8	-3.5	-2.8	-17.9	0.2	2.5	-20.5	-3.5
O=C(N/N=C\c1ccc(Oc2ccccc2)cc1)c1csnn1	-1.0	-5.4	-2.3	-2.7	22.1	-8.1	1.5	-0.5	-1.5
CCC(=O)N1CCC1(C)C(=O)Nc1ccc(OC)c(OC)c1 (stereo not drawn)	nt	nt	nt	-5.1	-9.1	6.7	1.1	nt	-0.3

Bioassay records (PubChem)
